Compound activity (PubChem BioAssay)
XBP1 UPR activ: adaptive UPR (XBP1) activation | CHO-XBP1 luciferase reporter, IRE1-XBP1 UPR activation, luminescence; percent of tunicamycin response, DMSO as zero | activation, % at 20 µM | 330,000 tested, 0.33% active | AID 463104;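 active = versus positive control, 20 µM dose yields 30% or more activation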;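 note: 100% = tunicamycin at 10 µg/mL and 0% = DMSO only wells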
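Assay system: CHO-XBP1 luciferase reporter cells; Schedule: 6 h treatment, 37 °C; Detection: glow luminescence from Steady-Glo reagent; Benchmarks: high control tunicamycin 10 µg/mL final, low control DMSO vehicle only.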
Jurkat NFkB inh: inhibitors of the PMA/ionomycin-induced NF-kB reporter in Jurkat cells. 330,000 tested, 0.53% active. inhibition, % at 4 µM. PMA/ionomycin-induced NF-kB luciferase reporter, luminescence. AID 435003; in the data active = inhibition above about 50%
EBI2 block: EBI2 (human) antagonism; P32249; EBI2 beta-arrestin recruitment, luminescence, 7a,25-OHC stimulated; inhibition, % at 5 µM; 360,000 tested, 0.81% active; AID 651636; in the data active = inhibition above about 38%;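 note: enzyme fragment complementation signal reports receptor beta-arrestin coupling in cells; 0% = agonist plus DMSO wells and 100% = wells without agonist; some results beyond the cut were filed as inactive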
Target sequence (P32249 whole entry, looked up, the tested form may be a part): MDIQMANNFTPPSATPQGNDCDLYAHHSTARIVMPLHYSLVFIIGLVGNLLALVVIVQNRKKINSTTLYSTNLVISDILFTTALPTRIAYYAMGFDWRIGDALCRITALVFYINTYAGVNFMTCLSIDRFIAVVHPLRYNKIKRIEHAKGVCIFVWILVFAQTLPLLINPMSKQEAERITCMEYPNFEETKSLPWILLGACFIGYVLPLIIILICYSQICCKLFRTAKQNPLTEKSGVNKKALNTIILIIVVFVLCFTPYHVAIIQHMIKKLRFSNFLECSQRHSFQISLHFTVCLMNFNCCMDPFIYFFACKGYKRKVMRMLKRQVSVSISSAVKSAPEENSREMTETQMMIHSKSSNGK
Mdm2 MdmX PPI: disrupts the human Mdm2-MdmX interaction; O15151+Q00987; SaOS-2 split-luciferase Mdm2/MdmX complementation, luminescence; inhibition, % at 8 µM; 330,000 tested, 3% active; AID 485346;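 active = inhibition of at least 50% at 8 µM in the primary screen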
CCR6 antag: CCR6 (human) receptor antagonism. 340,000 tested, 0.49% active. CHO-K1 CCR6 PathHunter beta-arrestin, luminescence, CCL20-stimulated. P51684. inhibition, % at 20 µM;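 active = compounds whose inhibition of the agonist-driven luminescence signal at 20 µM reaches about 50%, limit read from the data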;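 note: cells stimulated with CCL20 at 14 nM final; plate controls were DMSO with CCL20 for no effect and DMSO without agonist for full effect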
Target sequence (P51684 whole entry, looked up): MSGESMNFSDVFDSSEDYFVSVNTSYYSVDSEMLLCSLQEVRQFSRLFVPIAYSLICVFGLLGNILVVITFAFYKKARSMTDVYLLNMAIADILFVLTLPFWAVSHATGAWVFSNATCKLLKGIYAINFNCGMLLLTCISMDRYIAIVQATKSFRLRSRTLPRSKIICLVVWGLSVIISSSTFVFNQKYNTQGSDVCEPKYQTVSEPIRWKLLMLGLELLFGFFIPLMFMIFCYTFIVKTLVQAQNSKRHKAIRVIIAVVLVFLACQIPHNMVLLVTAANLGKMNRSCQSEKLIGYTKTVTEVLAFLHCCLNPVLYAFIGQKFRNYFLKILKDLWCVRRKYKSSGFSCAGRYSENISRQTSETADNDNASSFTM
697 NFkB inh: lowers PMA/ionomycin-induced NF-kB signal in 697 B cells. 697 B-cell NF-kB luciferase reporter, 16 h. inhibition, % at 4 µM. 330,000 tested, 0.33% active. AID 435022; in the data active = inhibition above about 35%
Gli-Sufu antag: Gli-Sufu pathway antagonism; Sufu-KO-LIGHT fibroblasts, Gli luciferase reporter luminescence; inhibition, % at 5 µM; 340,000 tested, 0.74% active; AID 588413;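 active = inhibition above about 55%, limit read from the data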;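 note: 0% = DMSO-treated cells and 100% = wells with medium but no cells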
UPR CHOP act: apoptotic UPR (CHOP) activation; CHO-CHOP luciferase reporter, luminescence; percent of tunicamycin response over DMSO baseline; activation, % at 10 µM; 330,000 tested, 0.34% active; AID 449763;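 active = at 10 µM dose, activation of 40% or more, normalized to positive control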;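 note: 100% = tunicamycin at 10 µg/mL and 0% = DMSO alone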
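Assay system: CHO cells with stable CHOP pathway luciferase reporter; Buffer or medium: F12 plus 10% serum; Times: 16-18 h cell attachment, then 6 h compound exposure, 37 °C; Signal: luciferase luminescence; Read-out basis: percent activation relative to tunicamycin control; Control set: tunicamycin high control, DMSO low control.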
CXCR6 inh: inhibitors of human CXCR6 receptor; inhibition, % at 20 µM; CHO-K1 PathHunter CXCR6 beta-arrestin, luminescence; 360,000 tested, 0.36% active; in the data active = inhibition above about 34%, passing the limit was not always enough;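 note: antagonist mode with CXCL16 agonist at 10 nM final; 0% = 10 nM CXCL16 with DMSO and 100% = unstimulated wells without agonist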
Target sequence (O00574 whole entry, looked up): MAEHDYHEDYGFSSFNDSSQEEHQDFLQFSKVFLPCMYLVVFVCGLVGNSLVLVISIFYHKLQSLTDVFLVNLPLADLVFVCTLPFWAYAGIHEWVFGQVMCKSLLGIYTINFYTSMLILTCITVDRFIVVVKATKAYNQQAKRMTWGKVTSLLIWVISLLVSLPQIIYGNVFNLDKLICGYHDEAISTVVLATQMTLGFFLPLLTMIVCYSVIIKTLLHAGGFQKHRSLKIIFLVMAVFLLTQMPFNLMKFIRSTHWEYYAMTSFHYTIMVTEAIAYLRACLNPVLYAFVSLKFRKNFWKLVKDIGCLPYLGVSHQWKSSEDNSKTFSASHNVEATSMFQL
The depositor's hits bear a star. Outcome played no part in choosing rows; any-hit rate near 5%.

For CN(CC(=O)Nc1cccc(F)c1)C(=O)Cn1cnc2c1c(=O)n(C)c(=O)n2C the results were XBP1 UPR activ -1, Jurkat NFkB inh 5, EBI2 block -7, Mdm2 MdmX PPI 4, CCR6 antag 1, 697 NFkB inh 21, Gli-Sufu antag -7, UPR CHOP act 0.8 and CXCR6 inh 3.
`CCN(CC)CC(=O)Nc1ccc2c(c1)Nc1ccccc1CC2` gave XBP1 UPR activ 2, Jurkat NFkB inh 24, EBI2 block -6, Mdm2 MdmX PPI 24, CCR6 antag 3, 697 NFkB inh -12, Gli-Sufu antag 8, UPR CHOP act 3.5 and CXCR6 inh -8.
CCCn1nnnc1SCC(=O)NCc1ccc(OC)cc1 was read as XBP1 UPR activ -1, Jurkat NFkB inh 9, EBI2 block -5, Mdm2 MdmX PPI 20, CCR6 antag -5, 697 NFkB inh 0, Gli-Sufu antag -9, UPR CHOP act 1.7 and CXCR6 inh 3.
For CCCC(=O)Oc1ccc(C2NC(=O)c3ccccc3O2)cc1 (stereo unspecified) the results were XBP1 UPR activ -2, Jurkat NFkB inh 9, EBI2 block 13, Mdm2 MdmX PPI 0, CCR6 antag -2, 697 NFkB inh 7, Gli-Sufu antag -19, UPR CHOP act -0.3 and CXCR6 inh -1.
`COc1cc(CC(=O)OCC(=O)N2CCN(C(=O)c3ccco3)CC2)cc(OC)c1OC` gave XBP1 UPR activ -3, Jurkat NFkB inh 4, EBI2 block -1, Mdm2 MdmX PPI -4, CCR6 antag -10, 697 NFkB inh 18, Gli-Sufu antag 2, UPR CHOP act 0.2 and CXCR6 inh -5.
For O=C(Cn1c(=O)oc2ccccc21)N1CCCC1 the results were XBP1 UPR activ -4, Jurkat NFkB inh -10, EBI2 block -3, Mdm2 MdmX PPI -9, CCR6 antag 5, 697 NFkB inh -4, Gli-Sufu antag 4, UPR CHOP act 0.4 and CXCR6 inh 2.
Cc1ccc(-n2c(-c3ccncc3)nnc2-c2ccco2)cc1 was read as XBP1 UPR activ 2, Jurkat NFkB inh 11, EBI2 block -2, Mdm2 MdmX PPI 20, CCR6 antag -6, 697 NFkB inh -2, Gli-Sufu antag 3, UPR CHOP act -1.4 and CXCR6 inh -4.
Screening CC(C)c1cc(C(=O)O)on1 returned XBP1 UPR activ -1, Jurkat NFkB inh -17, EBI2 block -1, Mdm2 MdmX PPI -8, CCR6 antag -7, 697 NFkB inh 20, Gli-Sufu antag -3, UPR CHOP act -3.1 and CXCR6 inh -4.
Screening COC(=O)c1cccc(C(=O)Nc2ccc(F)cc2)n1 returned XBP1 UPR activ -4, Jurkat NFkB inh -9, EBI2 block 0, Mdm2 MdmX PPI 8, CCR6 antag 6, 697 NFkB inh 17, Gli-Sufu antag 4, UPR CHOP act 0.0 and CXCR6 inh 0.
For Cc1ccc(S(=O)(=O)Nc2cccc(-n3cnnn3)c2)cc1 the results were XBP1 UPR activ -1, Jurkat NFkB inh -1, EBI2 block -12, Mdm2 MdmX PPI 29, CCR6 antag 5, 697 NFkB inh 17, Gli-Sufu antag 2, UPR CHOP act 1.6 and CXCR6 inh -2.
For O=C1CC(c2cccc(Cl)c2)Cc2nc(N3CCN(c4ccccc4)CC3)ncc21 (stereo unspecified) the results were XBP1 UPR activ 0, Jurkat NFkB inh 6, EBI2 block 21, Mdm2 MdmX PPI 21, CCR6 antag 0, 697 NFkB inh -7, Gli-Sufu antag 11, UPR CHOP act 1.8 and CXCR6 inh -3.
Screening COc1cccc(CNc2ccc(C)c(Cl)c2)c1 returned XBP1 UPR activ 4, Jurkat NFkB inh -12, EBI2 block -11, Mdm2 MdmX PPI -25, CCR6 antag 14, 697 NFkB inh -11, Gli-Sufu antag -16, UPR CHOP act 3.0 and CXCR6 inh -1.
O=c1[nH]nc(N/N=C/c2ccccc2OC(F)F)c(=O)[nH]1 was read as XBP1 UPR activ -1, Jurkat NFkB inh 1, EBI2 block -15, Mdm2 MdmX PPI 27, CCR6 antag -10, 697 NFkB inh -3, Gli-Sufu antag -7, UPR CHOP act 0.4 and CXCR6 inh -3.
C=CC[n+]1ccn(-c2nc3ccccc3nc2[N-]S(=O)(=O)c2cccs2)c1 was read as XBP1 UPR activ -2, Jurkat NFkB inh 3, EBI2 block 6, Mdm2 MdmX PPI 22, CCR6 antag 0, 697 NFkB inh -46, Gli-Sufu antag 10, UPR CHOP act 1.9 and CXCR6 inh 6.
Screening O=C(Nc1cccc2c1C(=O)NC2=O)c1cccc(N2C(=O)CCC2=O)c1 returned XBP1 UPR activ 2, Jurkat NFkB inh 7, EBI2 block 9, Mdm2 MdmX PPI -16, CCR6 antag 12, 697 NFkB inh 17, Gli-Sufu antag 4, UPR CHOP act -0.7 and CXCR6 inh 8.
Screening Cc1c(NC(=O)CSc2nc3ccc(Cl)cc3[nH]2)c(=O)n(-c2ccccc2)n1C returned XBP1 UPR activ 1, Jurkat NFkB inh 14, EBI2 block 2, Mdm2 MdmX PPI 4, CCR6 antag -25, 697 NFkB inh 21, Gli-Sufu antag -7, UPR CHOP act -2.4 and CXCR6 inh 5.
For CCN(Cc1ccccc1)C(=O)c1cccc(S(=O)(=O)N2CCN(Cc3ccccc3)CC2)c1 the results were XBP1 UPR activ -3, Jurkat NFkB inh 17, EBI2 block 2, Mdm2 MdmX PPI 21, CCR6 antag 10, 697 NFkB inh -7, Gli-Sufu antag 8, UPR CHOP act -0.3 and CXCR6 inh -1.
`CCN(CC)S(=O)(=O)c1ccc(N2CCOCC2)c(NC(=O)c2cccc3c(=O)c(C)c(-c4ccccc4)oc23)c1` gave XBP1 UPR activ 0, Jurkat NFkB inh -1, EBI2 block -3, Mdm2 MdmX PPI 44, CCR6 antag 9, 697 NFkB inh -6, Gli-Sufu antag 14, UPR CHOP act 3.2 and CXCR6 inh 11.
Screening O=C(OCc1cccc(C(F)(F)F)c1)c1cc(S(=O)(=O)N2CCOCC2)ccc1F returned XBP1 UPR activ 2, Jurkat NFkB inh -3, EBI2 block 4, Mdm2 MdmX PPI 24, CCR6 antag -20, 697 NFkB inh -16, Gli-Sufu antag -1, UPR CHOP act 4.5 and CXCR6 inh -31.
For COc1ccc(C(c2c(O)cc(C)oc2=O)c2c(O)cc(C)oc2=O)cc1 the results were XBP1 UPR activ -1, Jurkat NFkB inh 4, EBI2 block 3, Mdm2 MdmX PPI -14, CCR6 antag -20, 697 NFkB inh 14, Gli-Sufu antag 2, UPR CHOP act 0.2 and CXCR6 inh -2.

Two records picked at random from those above:
Cc1ccc(-n2c(-c3ccncc3)nnc2-c2ccco2)cc1 was read as XBP1 UPR activ 2, Jurkat NFkB inh 11, EBI2 block -2, Mdm2 MdmX PPI 20, CCR6 antag -6, 697 NFkB inh -2, Gli-Sufu antag 3, UPR CHOP act -1.4 and CXCR6 inh -4.
`CCN(CC)CC(=O)Nc1ccc2c(c1)Nc1ccccc1CC2` gave XBP1 UPR activ 2, Jurkat NFkB inh 24, EBI2 block -6, Mdm2 MdmX PPI 24, CCR6 antag 3, 697 NFkB inh -12, Gli-Sufu antag 8, UPR CHOP act 3.5 and CXCR6 inh -8.

Next section:
For COc1ccc(OCC(=O)N2CCC(n3nccc3NC(=O)C3CC3)CC2)cc1 the results were XBP1 UPR activ 3, Jurkat NFkB inh 6, EBI2 block 6, Mdm2 MdmX PPI 16, CCR6 antag 2, 697 NFkB inh 4, Gli-Sufu antag 2, UPR CHOP act -0.6 and CXCR6 inh 0.
For CCOC(=O)CNC(=O)C(Cc1ccccc1)NC(=O)OCc1ccccc1 (stereo unspecified) the results were XBP1 UPR activ 1, Jurkat NFkB inh -2, EBI2 block -5, Mdm2 MdmX PPI 15, CCR6 antag -9, 697 NFkB inh 5, Gli-Sufu antag 8, UPR CHOP act -1.2 and CXCR6 inh -4.
Cc1cc(=O)[nH]c2c1c(C)nn2C1CCCCC1 was read as XBP1 UPR activ 1, Jurkat NFkB inh -2, EBI2 block -5, Mdm2 MdmX PPI 12, CCR6 antag -3, 697 NFkB inh -25, Gli-Sufu antag 1, UPR CHOP act -2.8 and CXCR6 inh 2.
COc1ccc(Nc2nc(NCc3ccco3)nc(N)c2[N+](=O)[O-])cc1 was read as XBP1 UPR activ 7, Jurkat NFkB inh 4, EBI2 block 3, Mdm2 MdmX PPI -1, CCR6 antag 12, 697 NFkB inh -4, Gli-Sufu antag -13, UPR CHOP act 0.6 and CXCR6 inh 15.
Screening Cc1nnc(SCC(=O)NC2CC2)n1CCc1ccccc1 returned XBP1 UPR activ 0, Jurkat NFkB inh -9, EBI2 block -8, Mdm2 MdmX PPI -30, CCR6 antag 4, 697 NFkB inh 10, Gli-Sufu antag -13, UPR CHOP act -2.2 and CXCR6 inh -5.
For CC1Cc2cc(C3(O)C(=O)c4ccccc4C3=O)ccc2N1 (stereo unspecified) the results were XBP1 UPR activ 0, Jurkat NFkB inh -15, EBI2 block -17, Mdm2 MdmX PPI -11, CCR6 antag -10, 697 NFkB inh -20, Gli-Sufu antag 1, UPR CHOP act -2.5 and CXCR6 inh 10.
`CC1(C)CC(=O)C=C(c2ccc(I)cc2)C1` gave XBP1 UPR activ 2, Jurkat NFkB inh -1, EBI2 block -5, Mdm2 MdmX PPI 10, CCR6 antag 13, 697 NFkB inh 0, Gli-Sufu antag -40, UPR CHOP act 2.9 and CXCR6 inh 2.
`COc1ccc(NC2=C(C)C(=O)CC2)cc1` gave XBP1 UPR activ -4, Jurkat NFkB inh -11, EBI2 block 6, Mdm2 MdmX PPI 59*, CCR6 antag 2, 697 NFkB inh 25, Gli-Sufu antag 29, UPR CHOP act 0.5 and CXCR6 inh 4.
`CCc1cc(=O)oc2c(C)c(O)c(CN3CCCCC3)cc12` gave XBP1 UPR activ 3, Jurkat NFkB inh -3, EBI2 block -24, Mdm2 MdmX PPI -1, CCR6 antag -1, 697 NFkB inh 8, Gli-Sufu antag 16, UPR CHOP act -2.9 and CXCR6 inh 0.
CN1CCN(CCOc2ccc(-c3ccccc3)cc2)CC1 was read as XBP1 UPR activ 7, Jurkat NFkB inh -41, EBI2 block -19, Mdm2 MdmX PPI -21, CCR6 antag 5, 697 NFkB inh -50, Gli-Sufu antag 2, UPR CHOP act 3.3 and CXCR6 inh 13.
Screening COc1ccc(-c2cc(C(=O)Nc3c(C)nn(Cc4ccccc4Cl)c3C)no2)cc1OC returned XBP1 UPR activ 2, Jurkat NFkB inh 16, EBI2 block 15, Mdm2 MdmX PPI 6, CCR6 antag -8, 697 NFkB inh 4, Gli-Sufu antag 11, UPR CHOP act 3.5 and CXCR6 inh 5.
Screening O=C(c1ccco1)N1CCN=C1SCc1ccccc1F returned XBP1 UPR activ -4, Jurkat NFkB inh 3, EBI2 block 1, Mdm2 MdmX PPI 29, CCR6 antag 7, 697 NFkB inh 1, Gli-Sufu antag -11, UPR CHOP act 14 and CXCR6 inh 6.
Oc1ccc(CN2CCC(Cc3ccccc3)CC2)c2cccnc12 was read as XBP1 UPR activ 39*, Jurkat NFkB inh 40, Mdm2 MdmX PPI 73*, CCR6 antag 32, 697 NFkB inh -154, Gli-Sufu antag 67* and UPR CHOP act 385*.
For Cc1noc(C)c1CN1C(=O)NC2(CCc3ccccc3C2)C1=O (stereo unspecified) the results were XBP1 UPR activ -1, Jurkat NFkB inh 4, EBI2 block -5, Mdm2 MdmX PPI 11, CCR6 antag 0, 697 NFkB inh 7, Gli-Sufu antag -8, UPR CHOP act 0.1 and CXCR6 inh 4.
